LDHA inh – inhibitors of human lactate dehydrogenase A; P00338; purified LDHA, NADH/diaphorase-resazurin fluorescence; active compounds read low; activity change, % (values are at about 110 or 230 µM); hit rate 0.15% among 480,000; in the data active = activity change below about -30%; inconclusive = mostly about -25% to -30%;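 note: plate controls were DMSO wells for no effect and wells without enzyme for full effect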
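Human LDH5 (2 nM) was incubated with 0.06 mM NADH and 0.2 mM pyruvate for 5 min at room temperature in Tris pH 7.4. Remaining NADH was coupled through diaphorase/resazurin, and resorufin fluorescence was read at 0 and 20 min.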
Vif-A3F inh – Vif-A3F binding inhibition. HeLa A3F-eYFP + Vif (tagged APOBEC3F with the HIV-1 protein that degrades it), YFP fluorescence increase. Potency, µM (top dose mostly 46.1 µM), inactives show top-dose activity, negative = active. hit rate 0.2% among 390,000. AID 602313; note: potency is the fitted concentration of half-maximal effect; % of control where 0% means no effect; nearly all actives have a fitted effect of over 65% in size
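HeLa cells stably expressing Vif plus C-terminally eYFP-tagged A3F were seeded, incubated overnight at 37 deg C, dosed with compound, incubated overnight again at 37 deg C. Yellow fluorescence (Ex 488/Em 500-530) reported blocked Vif-mediated A3F-eYFP degradation.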
D2 agonist – D2 dopamine receptor (human) agonism. HEK293 T-REx D2 cells, calcium flux agonist mode. hit rate 0.53% among 340,000. P14416. activation, % at 2 µM;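 active = activation over 3 SD above normal in the single-dose calcium agonist read, cut at about 30% in these data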; note: 0% is about no effect
Target sequence (P14416 whole entry, looked up): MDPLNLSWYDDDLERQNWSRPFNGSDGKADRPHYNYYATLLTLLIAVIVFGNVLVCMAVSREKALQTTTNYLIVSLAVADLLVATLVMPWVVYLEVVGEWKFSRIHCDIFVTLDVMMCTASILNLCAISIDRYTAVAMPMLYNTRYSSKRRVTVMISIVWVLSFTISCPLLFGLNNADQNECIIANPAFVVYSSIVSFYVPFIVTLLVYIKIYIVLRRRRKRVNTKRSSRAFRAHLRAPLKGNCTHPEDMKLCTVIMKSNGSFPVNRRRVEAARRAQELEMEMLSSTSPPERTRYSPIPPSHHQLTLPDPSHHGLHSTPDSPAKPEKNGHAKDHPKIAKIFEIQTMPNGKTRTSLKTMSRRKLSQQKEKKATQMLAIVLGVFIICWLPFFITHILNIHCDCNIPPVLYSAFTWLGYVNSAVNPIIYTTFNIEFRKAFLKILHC
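Tetracycline-induced HEK293 T-REx cells with force-coupled D2 receptor, plated overnight at 30 C, loaded with no-wash calcium dye. After a 10 s baseline, compound was pin-added and calcium flux read kinetically for 180 s; calcium rises flagged agonists.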
ERG-DNA inh – ERG Ets/DNA interaction inhibition. Potency, µM (doses to about 76.9 µM), for inactives: at the top dose FP activity, negative = inhibition, actives largely listed as inhibitors. fluorescence polarization, His-ERG Ets domain / labelled DNA. hit rate 0.028% among 370,000; active = well fitted inhibition curve with a large enough effect in the polarisation, with a control signal flat; inconclusive = small, poorly fitted or top-dose-only effect, or effect the other way, or a change in a side signal; inactive = no such curve, though single readings can be large or run the other way; the % refers to the polarisation;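 note: polarization taken with two DNA probes labelled with fluorescein and Texas red; potency is the fitted concentration of half-maximal effect; % of control where 0% means no effect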
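His-tagged ERG Ets domain (1 uM in the protein solution; 300mM KCl, 50mM Tris-HCl, 1mM EDTA, 1mM DTT, pH 7.5) received compound, then a probe mix of 5 nM fluorescein-DNA and 100nM Texas-615-DNA. Fluorescence polarization was read for both dyes.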
D2 antag – antagonizes the human D2 dopamine receptor; P14416; HEK293 TREx D2 cells, calcium flux, dopamine EC80; inhibition, % at 10 µM; hit rate 2% among 340,000; AID 485344; in the data active = inhibition above about 30%; note: 0% is about no effect
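Cells plated overnight at 30 C with tetracycline; no-wash calcium dye, 30–90 min RT; 10 s baseline; compound pinned; 180 s read; EC80 dopamine added; another 180 s read.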
RGS4 inhibitor – inhibitors of human regulator of G protein signaling 4; hit rate 0.039% among 390,000; Transcreener GDP fluorescence polarization, RGS4-accelerated GTP hydrolysis; Potency, µM (top dose mostly 114 µM), for the others: top-dose activity change, negative = inhibition, usual class: inhibitors; note: potency is the fitted concentration of half-maximal effect; % is set by controls: 0 for no effect and ±100 for the full control effect; nearly all actives have a fitted effect of over 75% in size; some results filed as inactive show a strong effect at the top dose
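MLSMR compounds (23 nl, pin-transferred) preincubated 10 min at room temperature with a 500nM (2x) first reagent, then RGS4 at 900nM (2x) plus Transcreener GDP mix added; fluorescence polarization (620/688 nm) read before and after 90 min at 30 °C.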
ALOX12 inh – ALOX12 (human) lipoxygenase inhibition; Potency, µM (top dose mostly 108 µM), for inactives: top-dose activity change, negative = inhibition, actives largely listed as inhibitors; hit rate 1.1% among 580,000; purified 12hLO, xylenol orange hydroperoxide absorbance; note: potency is the fitted concentration of half-maximal effect; % is set by controls: 0 for no effect and ±100 for the full control effect
Target sequence (P18054 whole entry, looked up): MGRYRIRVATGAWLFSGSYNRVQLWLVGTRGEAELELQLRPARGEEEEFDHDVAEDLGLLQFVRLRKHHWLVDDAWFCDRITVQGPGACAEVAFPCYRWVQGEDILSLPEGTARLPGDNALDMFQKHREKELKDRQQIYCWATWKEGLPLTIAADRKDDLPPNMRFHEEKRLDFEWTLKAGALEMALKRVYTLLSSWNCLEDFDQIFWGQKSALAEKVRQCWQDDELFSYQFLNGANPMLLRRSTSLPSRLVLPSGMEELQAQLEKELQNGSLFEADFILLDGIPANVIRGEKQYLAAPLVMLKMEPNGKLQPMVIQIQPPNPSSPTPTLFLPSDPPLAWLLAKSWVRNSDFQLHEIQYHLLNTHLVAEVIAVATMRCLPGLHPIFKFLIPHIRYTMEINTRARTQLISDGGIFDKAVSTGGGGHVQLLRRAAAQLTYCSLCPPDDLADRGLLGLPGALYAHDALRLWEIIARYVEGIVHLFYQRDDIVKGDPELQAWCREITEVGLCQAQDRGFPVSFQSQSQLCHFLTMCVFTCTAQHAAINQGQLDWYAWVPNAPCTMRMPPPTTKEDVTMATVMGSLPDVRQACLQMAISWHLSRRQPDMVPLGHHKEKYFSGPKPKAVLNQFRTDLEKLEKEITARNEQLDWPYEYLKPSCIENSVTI
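Hydroperoxide product was detected by ferrous iron/xylenol orange as the 573 to 405 nm absorbance ratio. Arachidonic acid at 40 uM (final) was turned over for 30 min at room temperature by 150 nM human 12hLO, pH 7.0 Hepes buffer, after 15 min compound preincubation.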
Vif-A3G inh – Vif-A3G binding inhibition. Q9HC16. HeLa A3G-eYFP + Vif (tagged APOBEC3G with the HIV-1 protein that degrades it), YFP fluorescence, overnight. Potency, µM (doses to about 46.1 µM), for the others: at the highest dose activity, negative = active, actives largely listed as inhibitors. hit rate 0.076% among 410,000;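 note: potency is the fitted concentration of half-maximal effect; % is set by controls: 0 for no effect and ±100 for the full control effect; nearly all actives have a fitted effect of over 60% in size; hits raise eYFP signal because A3G escapes Vif-driven loss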
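HeLa cells stably expressing Vif and C-terminally eYFP-tagged A3G, seeded overnight at 37 deg C, then exposed to compound by pintool overnight at 37 deg C. Rise in yellow fluorescence (Ex 488/Em 500-530, Acumen) marks blocked Vif-driven A3G degradation.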
GRP78 ERSR act – ER stress response induction in glioma; hit rate 0.02% among 420,000; Potency, µM, for the others: top-dose activation, hits mostly activators; U87-MG GRP78 promoter luciferase reporter, 16 h; note: potency is the fitted concentration of half-maximal effect; series mostly up to about 76 µM; % of control where 0% means no effect; nearly all actives have a fitted effect of over 35% in size
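Stably transfected U87-MG human glioma cells carrying a GRP78-based luminescent sensor were seeded at 1000 cells/well, pin-dosed with compounds and incubated 16 h. Luciferase reagent was then added, and end-point luminescence was read after 10 min at room temperature.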
* marks the source's active call; other numbers are inactive results; ? = inconclusive; . = not tested or not shown; & = joins results of further samples; [ ] = remark or other dose. Unless noted, calls come from the whole dose curve; as a rule, active = well fitted curve in the direction sought with a large enough effect; inconclusive = small, poorly fitted or top-dose-only effect, or another doubt; inactive = no such curve, though single readings can be large; an effect the other way counts as inactive or inconclusive. Some of the compounds tested; the hit share may differ from the screen's.

SMILES	LDHA inh	Vif-A3F inh	D2 agonist	ERG-DNA inh	D2 antag	RGS4 inhibitor	ALOX12 inh	Vif-A3G inh	GRP78 ERSR act
Cc1ccc2c(c1)C1CN(C)CCC1N2S(=O)(=O)c1ccc(C(C)C)cc1 (configuration not stated)	-1	-6%	0.5	5%	-2	-8%	-9%	1%	-5%
COc1cc2nc(CN(C)Cc3ccc(C(C)(C)C)cc3)[nH]c(=O)c2cc1OC	0	-3%	.	8%	.	-12%	-12%	0%	-4%
CN=c1scc(-c2ccccc2F)n1/N=C/c1ccc(O)c(O)c1O	19	?	0.5	-2%	0	-51%	35µM*	-20%	-9%
CC(=O)Nc1ccc(-c2ccnc3c2CC(C)(C(=O)Nc2cccc(C(C)=O)c2)O3)cc1 (configuration not stated)	-12	.	.	.	.	.	15%	-4%	-3%
Cc1c(CCNC(=O)c2ccc(C(F)(F)F)cc2)sc2nc(-c3ccc(F)cc3)nn12	1	11%	-2.4	-1%	.	-5%	-6%	1%	-1%
C/C(=N/NS(=O)(=O)c1ccc(F)cc1)c1ccc(NC(=O)c2ccc(C)o2)cc1	-1	4%	0.3	1%	-10	5%	-20%	-7%	1%
Cc1onc(-c2ccccc2)c1C(=O)Nc1nnc(C(C)(C)C)s1	-2&1	-11%	-0.5	20%	5	3%	-1%&20%	-6%	-4%
Cc1noc(C)c1S(=O)(=O)NC(=O)C1(C)CCN1C(=O)CC(c1ccccc1)c1ccccc1 (configuration not stated)	2	.	.	.	.	.	?	-1%	-2%
CCCOc1ccc(-c2nc(SC)[nH]c(=O)c2C#N)cc1OC	1	-16%	-1.6	0%	.	-19%	?	-10%	-1%
O=C(NCc1n[nH]c(=S)n1-c1ccc(Br)cc1)c1ccc(S(=O)(=O)N2CCOCC2)cc1	-2	?	0.0	-11%	-8	-25%	?	-8%	0%
CC(=O)OC(C(=O)NCCN1CCOCC1)c1c(F)cccc1F (configuration not stated)	-1	0%	-1.3	2%	-3	39%	0%	-1%	-4%
CCOC(=O)C1(C)NC(c2ccc(OC)cc2OC)C2C(=O)N(CC)C(=O)C21 (configuration not stated)	1	-1%	1.3	-13%	0	-27%	-5%	0%	-2%
O=C(NC(=S)NN1CCCCC1c1cccnc1)c1ccc(Br)cc1 (configuration not stated)	3	?	0.2	2%	-20	-43%	-22%	-2%	4%
CCOC(=O)C1=C(C)N(CCCC(=O)O)C(=O)NC1c1ccccc1OS(=O)(=O)c1ccccc1[N+](=O)[O-] (configuration not stated)	-15	-1%	.	-14%	.	14%	-6%	-3%	-1%
COc1ccc2c(c1)c(=O)oc1cc(OCC(=O)NCC3CCC(C(=O)O)CC3)ccc12 (configuration not stated)	-15	8%	-0.7	1%	8	-15%	-1%	0%	-1%
COC(=O)c1cc2n(n1)CCN(Cc1ccc(F)cc1)C2=O	-1	-21%	4.7	-6%	-17	15%	4%	1%	-5%
Cc1ccccc1OCC(O)Cn1c(N2CCCCC2)nc2c1c(=O)[nH]c(=O)n2C (configuration not stated)	0	1%	.	10%	.	25%	-13%	2%	0%
COc1ccc(CC(=O)NCC(=O)N/N=C/c2sccc2C)cc1	-12	-1%	0.1	-4%	1	20%	-8%	-6%	-3%
CCN(CC)S(=O)(=O)c1ccc(N2CCOCC2)c(NC(=O)c2cccc3c(=O)c(C)c(-c4ccccc4)oc23)c1	-7	-5%	.	7%	.	9%	7%	-18%	0%
Cn1nc(OC(=O)Nc2ccc(F)cc2)cc1C(F)(F)F	-6	0%	0.1	4%	1	-16%	83%[activator]	3%	2%
COc1cc2ccccc2cc1C(=O)Nc1nnc(-c2ccncc2)o1	-3	6%	.	5%	.	12%	6%	-1%	-4%
Cc1nc(CN(C)Cc2nc(Cc3ccccc3Cl)no2)cs1	-3	5%	-0.5	-1%	-2	37%	-5%	-3%	-1%
CCC1Oc2ccc(C)cc2N(CC(=O)N(Cc2ccc(C)o2)C2CCCC2)C1=O (configuration not stated)	-1	6%	2.5	2%	-9	?	-20%	-7%	19%
CCOC(=O)c1cccc(NC(=O)CSc2ncc3c(n2)-c2ccccc2N(C)S3(=O)=O)c1	2	-4%	.	-3%	.	-12%	-25%	0%	-4%

Records listed so far that bear a hit mark in ALOX12 inh:
SMILES	LDHA inh	ERG-DNA inh	D2 antag	RGS4 inhibitor	ALOX12 inh
CN=c1scc(-c2ccccc2F)n1/N=C/c1ccc(O)c(O)c1O	19	-2%	0	-51%	35µM*

Next results
SMILES	LDHA inh	Vif-A3F inh	D2 agonist	ERG-DNA inh	D2 antag	RGS4 inhibitor	ALOX12 inh	Vif-A3G inh	GRP78 ERSR act
Cc1ccc(C)c(C(=O)COC(=O)c2n[nH]c3ccccc23)c1	-1	7%	.	-4%	.	1%	?	-1%	1%
CCCCC(=O)NC(Nc1sc2c(c1C(N)=O)CCCC2)(C(=O)OCC)C(F)(F)F (configuration not stated)	11	-5%	0.5	-21%	-11	-15%	-7%	1%	-1%
CS(=O)(=O)N1CCN(c2nnc(-c3ccccc3)c3ccccc23)CC1	-1	-1%	-0.1	8%	-10	-11%	0%	-10%	-5%
CCC1CCCCN1C(=S)Nc1ccc(OC(F)F)cc1 (configuration not stated)	-3	-5%	1.9	-2%	-6	-30%	-9%	3%	0%
CCN(CC)C(=O)C1=C(C)Nc2nnnn2C1c1cccnc1 (configuration not stated)	-9	-9%	0.3	-6%	26	-21%	?	-3%	-5%
N#CCCN(C(=O)CSc1n[nH]c(=O)[nH]c1=O)c1ccccc1	-2	4%	.	-10%	.	4%	-3%	0%	-4%
COC(=O)c1cc(OC)c(OC)cc1NCC(=O)Nc1cccc(C(F)(F)F)c1	6	-6%	0.6	12%	-17	7%	-16%	1%	0%
CC1CCN(CCCNC(=O)C2CCC(CNS(=O)(=O)c3ccccc3)CC2)CC1 (configuration not stated)	1	1%	1.1	6%	-9	-9%	-2%	-10%	0%
Cc1ccccc1C(=O)c1cccn1CC(=O)NCC1CCCO1 (configuration not stated)	-2	-13%	0.4	6%	-4	13%	-3%	1%	-2%
Cc1ccccc1N/C(SCc1ccc(Cl)cc1)=C(/C#N)C(N)=O	0	-10%	-0.2	-15%	-7	-19%	20µM*	-6%	-3%
COc1ccc(/C=N/NC(=O)c2ccc(CN3c4cccc5cccc(c45)S3(=O)=O)cc2)cc1	0	1%	1.2	0%	3	-5%	-19%	-13%	0%
Cc1ccn2c(Nc3ccccc3C)c(-c3cccnc3)nc2c1	3&-3	4%&3%	-0.3&-1.1	-3%&-8%	-7	-11%&-8%	2%&3%	-20%&-18%	3%&-1%

Brought forward from above: four compounds; new compounds follow.
SMILES	LDHA inh	Vif-A3F inh	D2 agonist	ERG-DNA inh	D2 antag	RGS4 inhibitor	ALOX12 inh	Vif-A3G inh	GRP78 ERSR act
Cc1ccccc1C(=O)c1cccn1CC(=O)NCC1CCCO1 (configuration not stated)	-2	-13%	0.4	6%	-4	13%	-3%	1%	-2%
Cc1ccccc1N/C(SCc1ccc(Cl)cc1)=C(/C#N)C(N)=O	0	-10%	-0.2	-15%	-7	-19%	20µM*	-6%	-3%
COc1ccc(/C=N/NC(=O)c2ccc(CN3c4cccc5cccc(c45)S3(=O)=O)cc2)cc1	0	1%	1.2	0%	3	-5%	-19%	-13%	0%
Cc1ccn2c(Nc3ccccc3C)c(-c3cccnc3)nc2c1	3&-3	4%&3%	-0.3&-1.1	-3%&-8%	-7	-11%&-8%	2%&3%	-20%&-18%	3%&-1%
O=C(COC(=O)/C=C/c1ccc(Br)o1)NC1CCCCC1	-8	1%	0.3	12%	2	?	25%	-4%	1%
Cc1cccc(NC(=O)C23CCC(C)(/C(=N/O)C2)C3(C)C)c1 (configuration not stated)	-10	5%	0.2	15%	-6	-12%	0%	-3%	-7%
COc1ccccc1Cn1c(=S)[nH]c2ccccc2c1=O	-1	?	0.3	-2%	2	-15%[56.9 µM]	-12%	?	0%
O=C(Nc1ccn(-c2ccccc2)n1)c1ccc(Cl)cc1	9	-2%	-2.5	2%	63*	-22%	-11%	0%	4%
COc1cc(NS(=O)(=O)c2ccc(NC(=O)Cc3ccccc3)cc2)nc(OC)n1	-13	3%	0.2	3%	6	3%	-59%	-4%	-3%
CCOC(=O)C1=CCC(C(C)(C)C)N(S(=O)(=O)c2ccc(C)cc2)C1 (configuration not stated)	-10	.	.	.	.	.	?	-14%	-4%
CCS(=O)(=O)c1ccccc1C(=O)N(Cc1cccnc1)c1nc2cc(C)c(C)cc2s1	2	8%	0.5	10%	.	-6%	?	-3%	-1%
CCCCOC(=O)n1ccc(C(=O)Nc2ccccc2OC)n1	-4	-5%	-0.5	.	-5	27%	-7%	0%	1%
Cc1cc(C(C)(C)C)cc(S(=O)(=O)Nc2cccc(C(=O)O)c2)c1C	0	-1%	-0.7	-12%	14	-28%	-3%	0%	-2%
Cc1ccccc1NC(=S)N1CCCCCC1	-8	-6%	0.1	3%	-9	-2%	0%	-8%	-3%
COc1cccc(N2CCN(S(=O)(=O)c3cn(C)c(C)n3)CC2)c1	0	-4%	-0.5	1%	.	-19%	-2%	-1%	-6%
Cc1cccc(NCC(=O)N/N=C\c2ccc[nH]2)c1	-17	16%	-0.1	2%	-2	22%	0%	-2%	0%
CCCc1nnc(NC(=O)CCC(=O)NCCc2ccc(Cl)cc2)s1	-14	1%	-1.3	-5%	8	18%[11.4 µM]	0%	-2%	-5%
CC1CCCC(NC(=O)CNC(=O)c2cccs2)C1C (configuration not stated)	0	1%	-0.1	9%	-26	-8%	-14%	-1%	2%
